# TCR-CD3 inh – blocks the human TCR-CD3 interaction. hit rate 0.37% among 360,000. AID 651800. inhibition, % at 9.4 µM. TAMRA-labeled TCR probe fluorescence, biochemical; in the data active = inhibition above about 19%;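 note: recombinant mutant TCR 2C K166C tagged with TAMRA read by polarization; 0% = receptor in buffer alone and 100% = receptor with positive control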
# HTRA1 inhibitor – inhibitors of human serine peptidase HTRA1; hit rate 0.5% among 340,000; Q92743; recombinant HTRA1, FP-rhodamine activity-based probe, fluorescence polarization; inhibition, % at 5.96 µM; in the data active = inhibition above about 36%;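 note: 0% = enzyme with DMSO and 100% = wells lacking enzyme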
# Target sequence (Q92743 whole entry, looked up): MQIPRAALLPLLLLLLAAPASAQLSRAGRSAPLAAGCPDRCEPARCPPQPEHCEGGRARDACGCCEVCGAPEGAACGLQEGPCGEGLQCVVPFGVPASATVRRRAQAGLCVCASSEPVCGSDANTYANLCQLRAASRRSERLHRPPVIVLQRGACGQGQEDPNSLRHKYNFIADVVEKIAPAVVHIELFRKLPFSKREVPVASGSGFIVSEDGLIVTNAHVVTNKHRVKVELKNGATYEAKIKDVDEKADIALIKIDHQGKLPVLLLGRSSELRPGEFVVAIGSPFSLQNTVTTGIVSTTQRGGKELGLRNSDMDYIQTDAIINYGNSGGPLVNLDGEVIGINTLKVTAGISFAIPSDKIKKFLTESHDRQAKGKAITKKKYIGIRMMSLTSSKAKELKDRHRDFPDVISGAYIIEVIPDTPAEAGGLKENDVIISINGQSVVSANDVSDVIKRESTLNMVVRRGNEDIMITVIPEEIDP
# NPR2 activator – GC-B (human) receptor activation; HEK293-GC-B cells, CNP EC30, cGMP TR-FRET; 0% at EC30 CNP, 100% saturating CNP; activation, % at 10 µM; P20594; hit rate 0.11% among 370,000;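 active = activation at 10 µM reaching about 35% in either raw or pattern-adjusted values, limit read from the data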
# TDP2 inh – blocks human TDP2 phosphodiesterase activity. recombinant TDP2, T5PNP hydrolysis, p-nitrophenol absorbance 415 nm. hit rate 0.34% among 370,000. O95551. inhibition, % at 12.8 µM;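 active = inhibition above the mean of all tested compounds plus 3 SD, set per campaign, cut at about 25% in these data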;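 note: 0% = DMSO with enzyme and 100% = buffer with substrate but no TDP2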
#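 Incubation: 2 h at 37 °C; Test system: recombinant human TDP2; Quantity: enzyme 120 nM; Read-out basis: percent inhibition; Medium: 50 mM Tris-HCl pH 7.5 with Mg2+, KCl, DTT, BSA; Repeats: single replicate; Compound: 12.8 µM single point, 1% DMSO; Signal: epi absorbance; Reagent: 5 mM T5PNP chromogenic substrate; Benchmarks: no-enzyme high, DMSO-plus-enzyme low.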
# rCAG binder – molecules binding r(CAG) RNA repeats; r(CAG) RNA repeat, TO-PRO-1 dye displacement fluorescence; inhibition, % at 3 µM; hit rate 1.3% among 370,000; AID 651821;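 active = inhibition above the plate cutoff, the mean of all test compounds on that plate plus 3 SD, cut at about 35% in these data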;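 note: 0% = DMSO alone and 100% = 100 µM mitoxantrone as full dye displacement; higher means more dye released from RNA so lower well fluorescence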
# ABHD4 inh – inhibitors of mouse ABHD4; Q8VD66; purified mABHD4, FP-Rh probe fluorescence polarization; inhibition, % at 8.92 µM; hit rate 0.54% among 370,000; AID 720543;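 active = inhibition exceeding the mean over every tested compound plus 3 SD, cut at about 30% in these data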;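 note: 0% = plate median of compound wells and 100% = S159A mutant with DMSO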
# Target sequence (Q8VD66 whole entry, looked up): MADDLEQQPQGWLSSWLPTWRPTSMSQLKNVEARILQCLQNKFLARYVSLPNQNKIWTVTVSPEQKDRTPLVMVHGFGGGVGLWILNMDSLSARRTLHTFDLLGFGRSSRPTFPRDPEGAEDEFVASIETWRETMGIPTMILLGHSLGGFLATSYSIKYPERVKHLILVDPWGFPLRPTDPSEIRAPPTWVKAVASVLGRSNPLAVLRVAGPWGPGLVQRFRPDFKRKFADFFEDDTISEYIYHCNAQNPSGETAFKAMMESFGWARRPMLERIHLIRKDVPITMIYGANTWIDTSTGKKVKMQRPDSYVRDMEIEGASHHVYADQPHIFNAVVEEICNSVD
#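 Test system: mABHD4 protein | Buffer or medium: HEPES pH 7.0 buffer, 150 mM NaCl, 0.01% Pluronic F-127 | Probe or stimulus: FP-Rh fluorescent activity-based probe, added after compound pre-incubation | Timing: Pre-incubation 45 min, probe exposure 60 min, at 25 °C | Technique: Fluorescence polarization, excitation 525 nm, emission 598 nm, BODIPY TMR filters | Repeats: Single well per compound (singlicate)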
# SIAE inh – inhibitors of human sialic acid acetylesterase SIAE | Q9HAT2 | SIAE FP-Rh probe binding, fluorescence polarization | inhibition, % at 9.66 µM | hit rate 0.69% among 370,000 | AID 1053197;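 active = inhibition above a cutoff: mean of compounds within the control limits plus 3 SD of those, cut at about 17% in these data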;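 note: 0% = plate median of compound wells and 100% = probe without SIAE protein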
# PRMT1 inh – inhibitors of human PRMT1 | Q99873 | recombinant PRMT1, activity-based probe fluorescence polarization | hit rate 1.3% among 370,000 | inhibition, % at 2.79 µM;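 active = inhibition above about 21% made by adding two undisclosed values, limit read from the data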
# LEDGF integ inh – blocks HIV-1 LEDGF/p75-dependent DNA integration; TR-FRET IN-LEDGF/p75 DNA integration, Eu/Cy5; inhibition, % at 3.7 µM; hit rate 0.64% among 370,000;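 active = inhibition above the screen-wide mean plus 3 SD, cut at about 13% in these data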;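 note: signal is the Cy5 over europium emission ratio at 671 and 618 nm; 0% = plate median of compound wells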
# MBD2 inh – inhibitors of human MBD2 binding to methylated oligonucleotide; Q9UBB5; TR-FRET; inhibition, % at 4.4 µM; hit rate 0.31% among 370,000; AID 686964; in the data active = inhibition above about 13%
# Numbers without * were called inactive; . = no result given. These rows are one share of the data; the hit share may differ from the screen's.
no.	SMILES	rCAG binder	ABHD4 inh	TDP2 inh	PRMT1 inh	SIAE inh
1	O=C1C2ON(c3ccccc3)C(c3ccncc3)C2C(=O)N1c1ccccc1 (centres undefined)	5	-2	-7	1	5
2	COc1ccc(CNC(=O)N(C)C[C@@H]2OCc3ccccc3-c3c(n(C)c4ccccc34)C(=O)N([C@@H](C)CO)C[C@@H]2C)cc1	6	1	8	2	0
3	COc1ccc([C@H]2C[C@H](O)C[C@@H](CCn3cc(-c4ccccc4)nn3)O2)cc1	0	-3	12	0	-4
4	CCCc1ccc(-c2ccc(C(=O)O)cc2)nc1	2	-7	-12	3	3
5	CC(C)Cn1c(N)c(C(=O)COC(=O)c2cccc(Cl)c2)c(=O)n(C)c1=O	-3	-15	-23	0	1
6	CCN(CC)S(=O)(=O)c1ccc2c(c1)nc(CCC(=O)OCC(=O)Nc1cc(OC)cc(OC)c1)n2C	1	-3	-2	-1	-5
7	COc1ccccc1NC(=O)c1cc2c(CO)cnc(C)c2oc1=Nc1cccc(C(N)=O)c1	10	-11	5	2	1
8	COc1ccccc1N1CCN(C2CCCN(C(=O)c3cc(C)oc3C)C2)CC1 (centres undefined)	-5	-1	6	0	6
9	O=C(Nc1nc2cc3c(cc2s1)OCO3)c1ccco1	3	-6	-4	-2	-4
10	O=C(Cn1cc([N+](=O)[O-])cn1)NCc1ccccc1	3	3	15	-2	8
11	O=C(O)c1cc(Cl)c(Cl)cc1C(=O)Nc1cccc2cccnc12	0	5	-5	5	-2
12	CCCCCCC[C@H](N)[C@H](O)C(=O)N(C)[C@@H](CCS(C)=O)C(=O)N[C@@H](Cc1ccc(O)cc1)C(=O)O (some centres undefined)	.	1	1	3	2
13	Nc1c(C(=O)Nc2ccccc2)sc2nc3c(c(-c4ccco4)c12)CCC3	11	14	-3	7	1
14	CCOc1cccc(CN(CC)CC2CCCN(CCc3cccc(OC)c3)C2)c1O (centres undefined)	-12	-2	-2	-1	4
15	CCn1cc(C(=O)N2CCN(c3ccc(OC)cc3)CC2)c(=O)c2cc(S(=O)(=O)N3CCCCC3)ccc21	-4	1	-4	-9	2

no.	HTRA1 inhibitor	MBD2 inh	TCR-CD3 inh	NPR2 activator	LEDGF integ inh
1	2	0	10	3	-1
2	.	2	-1	-10	-6
3	.	0	6	0	-5
4	10	2	1	-6	6
5	-20	5	-3	0	-7
6	-9	-6	0	-7	2
7	-3	3	0	-12	-1
8	1	1	-3	1	3
9	8	2	1	-10	0
10	0	-2	2	-4	-1
11	9	-5	-1	-1	4
12	.	10	.	2	1
13	7	-1	-7	-3	-1
14	-4	4	-2	-5	4
15	3	-2	6	2	2

# Continuation:
no.	SMILES	rCAG binder	ABHD4 inh	TDP2 inh	PRMT1 inh	SIAE inh
16	NC(=O)COC(=O)c1cccc(S(=O)(=O)N2CCCc3ccccc32)c1	-5	8	14	2	-4
17	O=C(COC(=O)C1CCC1)NCCc1ccc(Cl)cc1Cl	-7	4	10	2	-6
18	O=c1nc2ccccc2c2n1CC(CN1CCN(Cc3ccccc3)CC1)N2 (centres undefined)	-6	3	13	-2	1
19	O=C(Nc1ccc(N2CCCC2)c(Cl)c1)c1cccc(-c2cc3ccccc3oc2=O)c1	13	10	9	-2	9
20	Cc1cc(OCC(=O)NC2CCN(C)CC2)ccc1[N+](=O)[O-]	-1	-5	-6	6	-3
21	CC(C(=O)NCc1ccccc1)n1cc([N+](=O)[O-])cn1 (centres undefined)	3	0	-17	-1	0
22	Cc1[nH]c2ccccc2c1C(O)CN1CCN(c2cccc(C(F)(F)F)c2)CC1 (centres undefined)	-2	-7	1	-2	5
23	C(=C\c1ccccc1)/CN1CCN(C(c2ccccc2)c2nnnn2C2CCCC2)CC1 (centres undefined)	5	11	-9	2	1
24	Cc1ccc(S(=O)(=O)Oc2ccccc2/C=N/NC(=O)c2c(Cl)cnn2C)cc1	-4	-9	-2	-2	-2
25	Cc1ccc(SCC(=O)OCC(=O)NCCNC(=O)COC(=O)CSc2ccc(C)c(C)c2)cc1C	-2	8	0	3	3
26	CCOC(=O)c1c(C)n(C)c2ccc(OC)c(NS(=O)(=O)c3ccc(Cl)s3)c12	8	4	-3	1	-3
27	COC(=O)[C@]12C[C@H](CC(=O)NCCCN3CCCC3=O)C(=O)N(CCC3=CCCCC3)C1=C[C@H](COCc1ccccc1)O[C@@H]2C	1	1	-2	-2	-5
28	O=C(O)C/C(=C\c1ccc2c(c1)OCO2)c1nc2ccccc2s1	16	7	1	5	2
29	Oc1ccccc1-c1cc(-c2ccc3c(c2)OCCO3)n[nH]1	14	-20	4	1	-18
30	O=C(COc1ccccc1Cl)OCC(=O)N1CCN(S(=O)(=O)c2ccccc2)CC1	-1	-1	2	-1	0

no.	HTRA1 inhibitor	MBD2 inh	TCR-CD3 inh	NPR2 activator	LEDGF integ inh
16	-19	3	-4	-4	-4
17	2	-3	-1	-3	-2
18	3	-4	2	-7	-1
19	-6	2	-6	-4	-1
20	4	-4	-10	4	2
21	6	2	-6	3	1
22	-5	-2	6	-1	-1
23	.	-3	-1	-3	-1
24	-3	2	3	-6	-3
25	-3	-5	-1	1	1
26	8	-3	1	-8	-2
27	.	4	-2	0	2
28	-2	4	2	0	-2
29	-30	2	-6	-1	-1
30	5	-6	6	-5	-2

# Further results.
no.	SMILES	rCAG binder	ABHD4 inh	TDP2 inh	PRMT1 inh	SIAE inh
31	COc1ccc(CNC(=O)[C@@H](Cc2ccccc2)NC(=O)[C@H]2O[C@@H](n3cnc4c(=O)[nH]c(N)nc43)[C@H](O)[C@@H]2O)cc1	7	-1	2	-5	3
32	CC(C)n1nnnc1SCC(=O)c1c(N)n(C2CC2)c(=O)[nH]c1=O	3	6	5	-3	2
33	CCCn1c(NCc2ccc(N(C)C)cc2)nc2ccccc21	2	3	-6	-3	0
34	O=c1c(-c2ccc(Cl)cc2)[n+]([O-])c2ccccc2n1O	2	11	-6	5	-2
35	O=C(CCC(=O)N1CCN(S(=O)(=O)c2ccc(Cl)cc2)CC1)NC1CCCc2ccccc21 (centres undefined)	-5	6	-9	0	-4
36	C=CCN1C2CCCC1CC(NC(=O)Nc1cc(C)cc(C)c1)C2 (centres undefined)	4	-4	-11	3	-8
37	COc1ccc(-c2ccc(CCC(=O)O)n2CC(=O)Nc2ccccc2C)cc1	11	-7	-4	10	2
38	C#CCOCCOCCOCCNc1nc(N2CCN(C(=O)Cn3cc(CCO)nn3)CC2)nc(N2CCN(C(=O)[C@H]([C@@H](C)CC)n3cc(CCCN=C(N)N)nn3)CC2)n1	-3	-2	5	3	-5
39	CCC(NC(=O)C(C)NC)C(=O)N1CCCC1C(=O)NC1CCCc2ccccc21 (centres undefined)	-2	-2	-9	-1	6
40	CCOC(=O)c1ccc([N+](=O)[O-])cc1NC(C)=O	1	2	5	-4	10
41	COc1ccc(-c2nc3ccccc3n2Cc2ccc(C)cc2)cc1	-1	-13	5	0	6
42	O=C(NCCO)c1nc2ccccc2s1	2	-1	-2	-1	-5
43	Cc1oc(-c2ccccc2)cc1C(=O)NC(Cc1c[nH]c2ccccc12)C(=O)O (centres undefined)	40*	-7	-6	30*	1
44	CCC(C)(C)NC(=O)C(c1ccc(OC)cc1)N(C(=O)CCC(=O)Nc1cc(C)on1)c1ccccc1OC (centres undefined)	0	-2	8	-2	-1
45	CCn1cc(C(=O)NC2CCCC2)c(=O)c2cc(S(=O)(=O)N3CCOCC3)ccc21	-1	5	6	1	2

no.	HTRA1 inhibitor	MBD2 inh	TCR-CD3 inh	NPR2 activator	LEDGF integ inh
31	.	0	-3	-3	2
32	12	-4	4	2	2
33	-1	-8	0	5	4
34	6	-4	-2	-10	1
35	-2	0	0	-22	-2
36	0	-1	-11	-2	0
37	-5	7	-9	-7	8
38	0	4	-5	-1	0
39	-2	0	-5	-2	-2
40	2	-4	1	-3	2
41	-53	0	1	48*	-3
42	0	-1	5	4	-1
43	-9	9	-4	1	5
44	-8	-1	1	-9	2
45	6	-1	-5	2	-1

# Going on with the list:
no.	SMILES	rCAG binder	ABHD4 inh	TDP2 inh	PRMT1 inh	SIAE inh
46	COc1ncccc1C(=O)N1CCCC(C(=O)Nc2cccc(-c3ccc(F)cc3)c2)C1 (centres undefined)	2	0	-1	2	4
47	CC1(C)CC(=O)C2=C(C1)NC(=S)C(C#N)C21CCCCC1 (centres undefined)	2	0	-3	15	-4
48	CC(NC(=O)c1ccc(S(=O)(=O)N(C)C)cc1)c1ccc(-n2ccnc2)cc1 (centres undefined)	-1	6	2	0	3
49	O=C(/C=C/c1ccc2c(c1)OCO2)Nc1cc(S(=O)(=O)N2CCOCC2)ccc1N1CCOCC1	1	1	-9	0	0
50	O=C(CCc1ccc(S(=O)(=O)N2CCOCC2)cc1)Nc1ccc(F)cc1[N+](=O)[O-]	5	-1	-2	-3	6

no.	HTRA1 inhibitor	MBD2 inh	TCR-CD3 inh	NPR2 activator	LEDGF integ inh
46	-8	0	0	-7	-2
47	0	3	-3	2	-6
48	-1	-1	-4	0	3
49	-6	4	-4	10	-4
50	6	-5	-4	2	3

# From compound 42 up to 50, copied from above:
no.	SMILES	rCAG binder	ABHD4 inh	TDP2 inh	PRMT1 inh	SIAE inh
42	O=C(NCCO)c1nc2ccccc2s1	2	-1	-2	-1	-5
43	Cc1oc(-c2ccccc2)cc1C(=O)NC(Cc1c[nH]c2ccccc12)C(=O)O (centres undefined)	40*	-7	-6	30*	1
44	CCC(C)(C)NC(=O)C(c1ccc(OC)cc1)N(C(=O)CCC(=O)Nc1cc(C)on1)c1ccccc1OC (centres undefined)	0	-2	8	-2	-1
45	CCn1cc(C(=O)NC2CCCC2)c(=O)c2cc(S(=O)(=O)N3CCOCC3)ccc21	-1	5	6	1	2
46	COc1ncccc1C(=O)N1CCCC(C(=O)Nc2cccc(-c3ccc(F)cc3)c2)C1 (centres undefined)	2	0	-1	2	4
47	CC1(C)CC(=O)C2=C(C1)NC(=S)C(C#N)C21CCCCC1 (centres undefined)	2	0	-3	15	-4
48	CC(NC(=O)c1ccc(S(=O)(=O)N(C)C)cc1)c1ccc(-n2ccnc2)cc1 (centres undefined)	-1	6	2	0	3
49	O=C(/C=C/c1ccc2c(c1)OCO2)Nc1cc(S(=O)(=O)N2CCOCC2)ccc1N1CCOCC1	1	1	-9	0	0
50	O=C(CCc1ccc(S(=O)(=O)N2CCOCC2)cc1)Nc1ccc(F)cc1[N+](=O)[O-]	5	-1	-2	-3	6

no.	HTRA1 inhibitor	MBD2 inh	TCR-CD3 inh	NPR2 activator	LEDGF integ inh
42	0	-1	5	4	-1
43	-9	9	-4	1	5
44	-8	-1	1	-9	2
45	6	-1	-5	2	-1
46	-8	0	0	-7	-2
47	0	3	-3	2	-6
48	-1	-1	-4	0	3
49	-6	4	-4	10	-4
50	6	-5	-4	2	3
